HTR5A inv ag = HTR5A inverse agonism, opioid heterodimer counter-screen. P47898. inhibition, % at 9.3 µM. HTR5A cell line, luminescence. actives 0.083% (n = 340,000); in the data active = inhibition mostly above about 23%, no sharp cut-off; inactive = mostly below about 18%;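 also: 0% = cells with DMSO and 100% = no-cell wells with DMSO; some compounds called inactive have numbers as strong as hits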
Target sequence (P47898 whole entry, looked up): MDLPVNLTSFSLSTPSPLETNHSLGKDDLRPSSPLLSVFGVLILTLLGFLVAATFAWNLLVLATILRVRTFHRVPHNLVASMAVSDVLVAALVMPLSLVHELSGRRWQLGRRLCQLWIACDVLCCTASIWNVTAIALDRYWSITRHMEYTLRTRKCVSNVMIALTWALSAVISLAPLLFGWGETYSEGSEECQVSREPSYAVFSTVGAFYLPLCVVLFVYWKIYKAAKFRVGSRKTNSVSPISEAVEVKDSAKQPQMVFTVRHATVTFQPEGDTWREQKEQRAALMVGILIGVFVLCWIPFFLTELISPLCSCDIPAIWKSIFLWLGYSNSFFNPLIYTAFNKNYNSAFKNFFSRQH
OPRM1-OPRD1 ag = agonists of human mu-delta opioid receptor heterodimerization. P35372+P41143. cells, OPRM1-OPRD1 heterodimerization, luminescence. activation, % at 9.3 µM. actives 0.3% (n = 340,000). AID 504326; in the data active = activation above about 18%;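 also: 0% = vehicle-treated cells and 100% = reference agonist; values of inactives mirror those of a sister screen read the other way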
Tat transport = blocks Tat-dependent protein export in E. coli. actives 0.036% (n = 340,000). E. coli MC4100 TorA-mCherry Tat export, fluorescence. AID 488895. inhibition, % at 10 µM;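 active = mean replicate inhibition at least 50% and at least half of replicates individually reaching 50%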;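 also: exported cargo escapes ClpAP degradation while cytoplasmic cargo is degraded and loses fluorescence; 0% = median of neutral control wells and 100% = median of NaSCN control wells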
AddAB inh = less growth of phage-infected E. coli with AddAB; AID 435030; E. coli expressing H. pylori AddAB, absorbance growth; actives 0.29% (n = 330,000); inhibition, % at 11.9 µM; in the data active = inhibition above about 12%;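 also: 0% = vehicle wells of infected cells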
PfHsp90 set2 = growth inhibition of yeast expressing Plasmodium Hsp90; S. cerevisiae expressing PfHsp90, BacTiter-Glo ATP, 48 h; yeast lacking PDR1 and PDR3 efflux regulators; inhibition, % at 9.4 µM; actives 0.32% (n = 310,000); AID 504621;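 active = every replicate shows inhibition above about 80%, whatever the replicate mean, limit read from the data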;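 also: 0% = DMSO neutral controls and 100% = 20 µM radicicol positive controls; yeast relying on Plasmodium falciparum Hsp90 in place of its own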
MOR-DOR inv ag = inverse agonists of human mu-delta opioid receptor heterodimerization; cell-based MOR-DOR heterodimer luminescence, inverse agonism; inhibition, % at 9.3 µM; actives 0.21% (n = 340,000); in the data active = inhibition above about 22%, passing the limit was not always enough;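 also: 0% = cells with DMSO and 100% = wells without cells with DMSO; values of inactives mirror those of a sister screen read the other way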
SUMO Mot1 rescue = inhibitors of SUMOylation pathway: yeast Mot1-301 growth rescue; S. cerevisiae Mot1-301 growth rescue, ATP luminescence, 38.5C; percent above DMSO median, 100 means doubled; growth rescue, % at 18.8 µM; actives 1% (n = 320,000);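 active = every valid replicate shows activation above 250% relative to neutral control wells; inactive = the rest, any valid replicate at or below 250%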;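 also: OY570 slx delta 5 strain wells were the positive control but not used for scaling; some compounds called inactive have numbers as strong as hits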
phage Ecoli inh = E. coli growth loss with phage present; growth absorbance; inhibition, % at 11.9 µM; actives 0.26% (n = 360,000); AID 651602; in the data active = inhibition above about 11%
PKA-R1A activ = activates the PKA-R1A holoenzyme complex; PKA-R1A dissociation, Cy5-IP20 fluorescence polarization; scaled: DMSO 0%, 113 µM cGMP 100%; activation, % at 11.4 µM; actives 0.083% (n = 340,000); AID 504707;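 active = percent activation above the mean of all tested compounds plus 3 SD, cut at about 19% in these data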;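 also: higher means more PKAc released from R1A so a rise in polarization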
PKA-R2B activ = activators of human PKA-R2B complex | P22694+P31323 | PKA-R2B holoenzyme dissociation, Cy5-IP20 fluorescence polarization; R2B truncated from residue 108, S112A mutant; 0% DMSO only, 100% 113 µM cGMP | activation, % at 11.4 µM | actives 0.079% (n = 340,000) | AID 504700;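 active = activation above a cutoff set at the mean over all compounds plus 3 SD, cut at about 18% in these data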;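 also: higher means more holoenzyme dissociation and a rise in polarization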
Target sequence (P31323 whole entry, looked up, other chains not shown, the tested form may be a part): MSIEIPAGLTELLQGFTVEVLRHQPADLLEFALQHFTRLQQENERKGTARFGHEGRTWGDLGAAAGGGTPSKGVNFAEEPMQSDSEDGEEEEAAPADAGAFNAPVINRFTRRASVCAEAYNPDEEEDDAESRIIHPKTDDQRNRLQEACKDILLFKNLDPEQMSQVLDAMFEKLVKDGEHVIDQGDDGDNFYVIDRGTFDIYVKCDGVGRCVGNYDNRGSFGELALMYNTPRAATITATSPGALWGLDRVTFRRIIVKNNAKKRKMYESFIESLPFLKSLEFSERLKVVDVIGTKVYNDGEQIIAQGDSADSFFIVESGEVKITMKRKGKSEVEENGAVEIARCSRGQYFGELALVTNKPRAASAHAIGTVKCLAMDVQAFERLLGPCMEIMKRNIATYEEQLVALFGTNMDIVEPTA
E coli growth = counter-screen for AddAB inhibitors: E. coli growth inhibition | E. coli V3065 growth, OD600 absorbance, 18 h | inhibition, % at 11.9 µM | actives 0.27% (n = 330,000);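 active = inhibition above the campaign's mean inhibition across all tested compounds plus 3 SD, cut at about 9.9% in these data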;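 also: uninfected addAB+ strain grown without phage in ampicillin broth; 0% = DMSO wells and 100% = ciprofloxacin 0.95 µg/ml wells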
* hit, by the source's call; . = no result given.

The opening 3 entries, ahead of the listing:
SMILES	HTR5A inv ag	OPRM1-OPRD1 ag	Tat transport	AddAB inh	PfHsp90 set2	MOR-DOR inv ag	SUMO Mot1 rescue	phage Ecoli inh	PKA-R1A activ	PKA-R2B activ	E coli growth
CCN1C(=O)C(CC(=O)Nc2ccc(OC)cc2)N(Cc2ccc3c(c2)OCO3)C1=S (stereo unspecified)	-41	0.3	4	3.0	-18	-1	-8	1.5	11	-8	0.3
Fc1cc(NCc2ccccc2)nc(NCc2ccccc2)n1	-14	5.4	6	4.5	-18	-28	6	1.7	-6	-4	0.0
CC(C)CN(C)C(=O)CCc1nnc(Cc2cccc(C(F)(F)F)c2)o1	-10	-2.3	2	3.6	30	13	11	-0.8	-17	-8	1.5

All compounds of this part, from the start:
SMILES	HTR5A inv ag	OPRM1-OPRD1 ag	Tat transport	AddAB inh	PfHsp90 set2	MOR-DOR inv ag	SUMO Mot1 rescue	phage Ecoli inh	PKA-R1A activ	PKA-R2B activ	E coli growth
CCN1C(=O)C(CC(=O)Nc2ccc(OC)cc2)N(Cc2ccc3c(c2)OCO3)C1=S (stereo unspecified)	-41	0.3	4	3.0	-18	-1	-8	1.5	11	-8	0.3
Fc1cc(NCc2ccccc2)nc(NCc2ccccc2)n1	-14	5.4	6	4.5	-18	-28	6	1.7	-6	-4	0.0
CC(C)CN(C)C(=O)CCc1nnc(Cc2cccc(C(F)(F)F)c2)o1	-10	-2.3	2	3.6	30	13	11	-0.8	-17	-8	1.5
CCCc1cc(C(=O)N2CCCC(C(=O)c3cc(C)c(OC)c(C)c3)C2)n(C)n1 (stereo unspecified)	-22	-0.2	1	2.5	5	1	-2	-0.4	-8	-6	-1.9
CN1CCc2nc(SCc3ccc(C(C)(C)C)cc3)c(C#N)cc2C1	-17	0.3	8	-1.4	-3	-2	-1	2.4	-1	-7	-1.7
Cc1ccc(C(C)(C)C)cc1S(=O)(=O)Nc1nc2ccccc2nc1Cl	-17	0.8	-2	-0.6	-15	-4	-2	-0.2	-6	1	-1.1
Cc1cc(C)n(C(=O)c2c([N+](=O)[O-])c(C)nn2C)n1	2	-1.4	1	0.3	10	7	5	-0.2	12	5	-0.2
O=C(COc1ccc(Br)cc1)Nc1ccc(CN2CCOCC2)cc1	-1	-1.7	-10	2.0	-12	8	-1	1.8	-4	5	0.2
Cn1c(SCC(=O)c2ccccc2)nnc1-c1ccco1	-7	-1.6	-3	1.1	-1	9	4	1.4	4	-10	0.6
COc1ccc(N2CCN(Cc3cc(=O)oc4cc(C)c(Cl)cc34)CC2)cc1	8	-1.4	3	0.9	0	8	4	0.2	1	-7	1.9
COc1ccc(OC)c(N(CC(=O)Nc2ccccc2F)S(=O)(=O)c2ccccc2)c1	-1	-1.8	0	1.9	5	10	11	-0.4	-7	6	0.6
Cc1ccccc1C(=O)NC(=S)NCCN1CCOCC1	12	-0.4	2	3.5	8	2	3	1.6	-5	1	-0.9
Cc1ccc(C)c(NC(=O)c2ccc3ccccc3n2)c1	5	2.6	0	2.8	.	-13	-7	0.7	-2	-7	-0.6
COc1ccc(OC)c(C2N(c3cc(C)on3)C(=O)C3CCCN32)c1 (stereo unspecified)	1	-2.3	-8	0.9	2	14	9	1.4	2	0	-1.4
O=C1c2cccc([N+](=O)[O-])c2C(=O)N1c1c[nH]c(=O)[nH]c1=O	5	5.2	-3	-0.9	-19	-24	-12	0.5	2	-9	-2.5
COCCCNc1nc(N)c([N+](=O)[O-])c(Nc2cc(OC)ccc2OC)n1	.	.	-8	0.3	-10	.	-5	2.2	.	.	-0.8
COc1ccc(Cl)cc1NC(=O)CSc1nc(=O)n(CCN(C)C)c2c1CCCC2	0	-2.3	-9	0.2	.	13	-2	2.3	-5	5	-0.3
O=C(OCC1CC(c2ccccc2)=NO1)c1ccc(Br)cc1 (stereo unspecified)	-53	-1.4	-4	1.5	3	8	-2	4.7	0	7	-0.8
CCc1cccc(NC(=O)c2cccc3c2C(=O)N(CC2CCCO2)C3)c1 (stereo unspecified)	-4	-1.2	-5	-0.3	-12	7	38	3.0	3	-2	-2.8
O=C(Nc1ccc(Br)cc1)c1cccnc1N1CCOCC1	3	-3.1	-2	-1.4	-45	16	9	2.6	1	-6	-2.0
COc1cccc(NC(=O)c2ccccc2N(Cc2ccccc2)S(C)(=O)=O)c1	-3	-3.7	0	0.0	-29	18	0	-0.1	5	12	0.6
CC1CN(C(=S)Nc2ccc(SC(F)F)cc2)CC(C)O1 (stereo unspecified)	2	-1.2	2	3.3	11	7	11	-1.0	-3	4	-0.4
Cc1cc(O)c(Oc2cc(C)cc(O)c2O)c(O)c1	-11	0.2	0	7.0	10	-1	189	5.2	3	10	0.2
COCCCNC(=S)NCCNc1nc2c(C)c(C)ccc2cc1C#N	-2	-1.6	-1	.	-24	8	.	0.6	2	-3	.
CC1CCN(c2ccccc2NC(=O)c2ccc([N+](=O)[O-])o2)CC1	7	3.0	-2	3.1	-10	-19	11	0.1	-5	1	-3.0
COCCCNC(=O)c1cc2c(-c3cccc(OC)c3)nn(C)c2s1	-14	1.1	2	0.4	-14	-6	3	0.1	-3	-8	-0.2
Cc1ccnc(NC(=O)c2cc3c(=O)oc4ccc(C)cc4c3s2)c1	7	-2.7	-4	-0.2	-24	14	1	2.1	-1	-3	1.9
COc1ccc(C(=O)Oc2ccc(/C=N/O)cc2)cc1	-7	0.0	-12	1.5	-19	0	0	4.7	-6	10	-1.2
Fc1cccc(Cn2ccc(-c3ccc4c(c3)OCO4)n2)c1	-10	-1.4	-1	2.6	.	7	-1	2.1	8	4	1.1
C=CCSc1n[nH]c(-c2cccs2)n1	3	-1.9	3	0.3	25	9	-12	0.9	-6	6	-1.2
Cc1ccc(C)c(NC(=O)CN(C)C(=O)c2ccc(S(=O)(=O)N(C)c3ccccc3)cc2)c1	2	-2.7	2	0.9	-8	11	-3	1.2	-2	-2	-0.8
O=C(CCCN1C(=O)/C(=C/c2ccc3c(c2)OCO3)SC1=S)Nc1ccc(C(=O)O)cc1	10	0.9	0	1.5	-11	-4	5	4.2	-1	-5	2.2
N#CC1(C#N)C(C(N)=O)C1c1ccccc1 (stereo unspecified)	18	-1.4	-1	3.3	-3	6	0	2.3	-5	-20	1.4
O=C(NN1CCOCC1)c1cc(-c2ccc(Br)s2)nc2ccccc12	-9	-0.9	2	-0.5	15	5	5	1.2	-5	-9	-2.0
CCOc1ccccc1CN1CCN(CCCn2cccn2)CC1CCO (stereo unspecified)	5	1.0	6	1.1	11	-7	-2	3.5	-3	2	0.2
CCOc1ccccc1N1CCN(C(=O)CNC(=O)c2ccc(OC)c(OC)c2)CC1	-6	1.6	7	5.3	-49	-13	-21	-0.8	-3	-3	-2.7
Cc1cc(NC(=O)C(C)C)ncc1NC(=O)c1cccc(F)c1	0	-2.2	2	1.6	23	12	.	4.2	-11	-2	1.1
CCCn1c(C(C)Nc2nc(C)cs2)nc2cc(Cl)c(Cl)cc21 (stereo unspecified)	3	-0.2	0	3.1	15	1	8	-0.6	4	-6	0.6
COc1cc(/C=N/NC(=O)c2ccc(=O)[nH]n2)ccc1O	21	-2.2	-1	3.9	-16	11	9	4.0	-4	6	4.2
COc1cccc(NC(=O)/C=C/c2ccc([N+](=O)[O-])cc2)c1	3	3.2	2	-0.7	3	-16	3	2.8	-5	-4	-3.0
COC(=O)N/N=C\C=C\c1ccc2c(c1)OCO2	2	-3.0	1	0.5	-5	16	314	2.0	-3	-4	-0.9
CCCn1nnnc1NCc1cccc(Cl)c1	7	-2.2	3	1.8	13	12	-5	4.6	-4	-3	-0.4
Cc1ccc(-n2ncc3c(=O)n(CC(=O)N4CCN(c5ccccc5)CC4)cnc32)cc1	39	5.8	-4	-1.2	-13	-28	9	0.1	-16	1	-3.2
O=C(OCc1nnc(-c2ccccc2)o1)C1CCN(C(=O)c2ccc(Cl)cc2)CC1	2	-2.9	11	.	17	14	.	2.3	2	-13	.
Cc1ccc(C)c2[nH]c(=O)c(CCNC(=O)c3ccc(Br)o3)cc12	-2	-2.4	-1	-1.8	23	14	6	0.3	12	-6	-1.2
COc1ccccc1-c1nn2c(C3COc4ccccc4O3)nnc2s1 (stereo unspecified)	7	1.1	-3	3.6	.	-6	3	-0.1	-17	1	1.8
Cc1[nH]c2ccccc2c1C(=O)COC(=O)c1ccc[n+]([O-])c1	5	-1.4	-1	0.3	1	8	-6	1.1	10	-11	-0.5
CCOC(=O)C(C)n1cnc2c(nnn2-c2ccc(F)cc2)c1=O (stereo unspecified)	-1	-1.6	-6	-1.1	-46	10	-17	1.2	-3	-6	0.7
O=c1c2c3c(sc2nc2sc(CN4CCOCC4)cn12)CCCC3	10	-1.1	-8	.	-11	7	.	0.5	6	5	.
CCOC(=O)NC(c1ccccc1)C1CCCCC1=O (stereo unspecified)	8	1.1	-2	1.8	-4	-5	2	0.5	-6	-9	-1.8
CC(=O)NC1C(=O)N(CCN2CCOCC2)c2ccc(Cl)cc21 (stereo unspecified)	2	-1.5	11	.	-3	7	-11	-0.5	3	11	.
Brc1cnc2nc[nH]c2c1	0	-1.7	-4	4.0	15	8	506	1.5	2	-7	3.2
O=C(Nc1ccc2c(c1)OCO2)N1CCCc2ccccc21	8	-2.3	5	3.0	-31	12	-5	1.5	-4	-6	0.6
Cc1nc2ncnn2c(C)c1CCC(=O)NCc1ccco1	-1	-0.2	-6	2.0	27	1	13	2.6	-11	3	-2.0
Cc1cc(C(=O)Nn2cnc3ccccc3c2=O)ccc1[N+](=O)[O-]	-5	0.5	-2	0.5	-5	-3	5	2.1	-1	1	-2.7
O=C(NC1CC1)C1=C[C@H](c2ccc(Br)cc2)C[C@H](OCc2ccc(CO)cc2)O1	2	-1.1	14	0.2	1	6	5	1.8	-4	-4	-2.2
Cc1cc(C)c(OCC(=O)OCC(=O)NCCC2=CCCCC2)c(C)c1	-22	9.2	8	0.3	-16	-45	-10	0.1	-5	2	-1.8
NC(=O)NC(=O)COC(=O)c1ccc(OC(F)F)cc1	4	-1.6	0	-0.3	-60	8	4	3.8	3	-4	0.9
Nc1cccc(C2=Nc3cccc4cccc(c34)N2)c1	15	-2.2	1	1.8	6	12	-5	2.8	0	-5	1.2
CCN(CC)c1nc(C)nc2c1cnn2CCc1ccccc1	-9	-0.1	2	-1.0	3	1	-6	2.0	2	-11	-0.6
CCOc1cc(N2CCOCC2)c(OCC)cc1NC(=O)c1c(-c2ccccc2)noc1C	2	-1.0	6	2.0	0	4	111	1.2	-9	7	1.1
C/C(=N\NC(=O)CCC(=O)Nc1ccc(C)c(C)c1)c1cccs1	5	-1.0	-5	2.1	-32	6	10	4.0	3	-15	-0.4
CCOC(=O)c1oc2c(CN3CCN(C)CC3)c(O)ccc2c(=O)c1-c1ccccc1OC	-21	-1.9	-1	-1.6	-18	10	13	0.6	-10	-5	0.7

Not a hit list. Share with any hit: about 2.2%.
